# Source: PubChem BioAssay (several laboratories)
# APP 5UTR inh: APP translation inhibition | AID 1285 | SH-SY5Y APP 5'UTR-luciferase reporter, luminescence | inhibition, % at 2 µM | 190,000 compounds, 0.82% hits;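 active = inhibition above a set limit, derived from the sample mean plus 3 SD, cut at about 45% in these data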; note: values of inactives mirror those of a sister screen read the other way
# bIAP inhibitor: blocks bovine intestinal alkaline phosphatase activity; purified bovine IAP, CDP-star luminescence, 30 min; inhibition, % at 20 µM; 190,000 tested, under 10 active;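 active = over 50% inhibition of intestinal alkaline phosphatase at 20 µM in the single-dose screen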
#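 Assay system: bovine IAP enzyme; medium: DEA buffer 100 mM, pH 9.8, with MgCl2 1.0 mM, ZnCl2 0.02 mM; doses: 20 µM single dose; incubation: enzyme reaction for 30 min at room temperature; detection: CDP-star luminescence signal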
# TNAP act hiacc: TNAP (human) activation, high acceptor. activation factor at 20 µM. purified TNAP, CDP-star luminescence, 1 M DEA, 30 min; active compounds read high; 0 = EDTA background, 1 = DMSO-only activity. 200,000 tested, under 10 active. P05186;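 active = activation factor at least 2 at 20 µM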
# Target sequence (P05186 whole entry, looked up): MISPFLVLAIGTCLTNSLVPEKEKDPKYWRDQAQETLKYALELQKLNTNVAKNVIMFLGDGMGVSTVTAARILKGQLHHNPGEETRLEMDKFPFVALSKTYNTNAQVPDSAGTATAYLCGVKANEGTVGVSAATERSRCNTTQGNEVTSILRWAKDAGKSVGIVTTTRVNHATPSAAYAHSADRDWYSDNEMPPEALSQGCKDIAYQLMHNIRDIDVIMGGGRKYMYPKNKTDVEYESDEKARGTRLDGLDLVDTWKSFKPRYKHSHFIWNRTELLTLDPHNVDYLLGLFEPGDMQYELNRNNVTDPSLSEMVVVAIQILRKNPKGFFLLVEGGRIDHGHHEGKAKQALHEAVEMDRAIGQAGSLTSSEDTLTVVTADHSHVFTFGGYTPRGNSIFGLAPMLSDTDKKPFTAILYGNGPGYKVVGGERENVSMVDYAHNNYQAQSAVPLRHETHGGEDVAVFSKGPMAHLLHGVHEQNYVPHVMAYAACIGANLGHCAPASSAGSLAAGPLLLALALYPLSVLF
#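 Assay system: human TNAP; Input: enzyme diluted 1/800 final; Reagent: CDP-star luminogenic substrate at 100 µM final; Timing: 30 min, room temperature; Signal: luminescence; Evaluation: TNAP activation factor scaled between EDTA and DMSO control wells.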
# bIAP activator: intestinal alkaline phosphatase (bovine) activation; purified bovine IAP, CDP-star luminescence, 30 min; active compounds read high; fold of DMSO-control signal, blank-subtracted; activation factor at 20 µM; 200,000 compounds, 0.17% hits; AID 1016;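 active = activation factor of 2 or more at 20 µM, a signal rise over negative controls twice the positive control's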
# TNAP inh hi DEA: inhibitors of human TNAP at high phosphate acceptor concentration; inhibition, % at 20 µM; AID 1135; P05186; 200,000 compounds, 0.03% hits; purified TNAP, CDP-star luminescence, 1 M DEA;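 active = over 50% inhibition of tissue-nonspecific alkaline phosphatase at 20 µM in the single-dose screen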;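 note: plate controls were DMSO wells for no effect and EDTA-quenched wells as full inhibition for full effect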
# FLuc inhib CS: inhibits firefly luciferase, flagging false hits in luciferase inhibition screens; P08659; inhibition, % at 10 µM; 200,000 compounds, 1.5% hits; ATPLite firefly luciferase biochemical luminescence, 10 min;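 active = inhibition above about 50% when tested at 10 µM, limit read from the data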
# Target sequence (P08659 whole entry, looked up): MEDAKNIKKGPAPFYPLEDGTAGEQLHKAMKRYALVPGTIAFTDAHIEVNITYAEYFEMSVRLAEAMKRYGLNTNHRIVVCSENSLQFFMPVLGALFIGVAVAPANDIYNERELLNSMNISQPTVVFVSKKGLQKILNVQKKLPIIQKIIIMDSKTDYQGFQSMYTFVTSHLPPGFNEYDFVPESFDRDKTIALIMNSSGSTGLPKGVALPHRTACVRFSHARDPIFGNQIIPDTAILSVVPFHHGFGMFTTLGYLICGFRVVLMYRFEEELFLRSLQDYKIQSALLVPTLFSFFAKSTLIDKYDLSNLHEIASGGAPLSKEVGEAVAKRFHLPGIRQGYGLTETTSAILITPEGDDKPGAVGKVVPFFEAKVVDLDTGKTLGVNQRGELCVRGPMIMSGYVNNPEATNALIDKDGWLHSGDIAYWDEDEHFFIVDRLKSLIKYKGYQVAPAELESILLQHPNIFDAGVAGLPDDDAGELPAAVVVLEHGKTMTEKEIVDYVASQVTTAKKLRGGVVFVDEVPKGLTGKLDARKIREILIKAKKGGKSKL
# FLuc act counter: affects firefly luciferase, flagging false hits in luciferase stimulation screens; ATPlite luciferase biochemical, luminescence, 10 min; 0 = ATP-free wells, 1 = DMSO control; P08659; AID 1027; activation factor at 10 µM; 200,000 tested, under 10 active;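 active = luciferase activation factor, scaled between plate controls, of at least 2 with compound at 10 µM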
#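 Material: Luciferase/luciferin reagent mix; Doses: test compounds dosed from 2 mM stocks in 100% DMSO; Schedule: 10 min incubation after luciferase reagent addition, room temperature; Measured by: luminescence from luciferase reaction; Read-out: luminescence gain marking luciferase activators.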
# L major viab: Leishmania major promastigote growth inhibition | AID 1063 | 200,000 compounds, 9% hits | inhibition, % at 10 µM | Leishmania major promastigotes, resazurin fluorescence viability; in the data active = inhibition above about 50%;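 note: promastigotes grown with compound for 44 hours at 28 °C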
# RAM network inh: blocks the yeast RAM network | S. cerevisiae dse1pr::URA3 reporter, 5-FOA growth OD615, 2 d; analog-sensitive cbk1-as2 kinase mutant strain | inhibition, % at 50 µM | 190,000 compounds, 1.8% hits;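 active = inhibition above a set limit, 3 SD over mean compound inhibition, cut at about 8.4% in these data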;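 note: 0% = DMSO-only wells with no growth and 100% = 10 µM 1-NA-PP1 full growth; inhibition rescues growth on 5-FOA so higher OD means more RAM inhibition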
# TNAP inh noacc: blocks human TNAP activity with no phosphate acceptor present | purified TNAP, CDP-star luminescence, 30 min | inhibition, % at 20 µM | 200,000 compounds, 0.26% hits | AID 1012;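 active = tissue-nonspecific alkaline phosphatase inhibition above about 50% at 20 µM in the single-dose screen, limit read from the data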;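 note: 0% = DMSO negative control and 100% = EDTA positive control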
# Starred values were filed as active, the others as inactive; nt = no result given.
SMILES,APP 5UTR inh,bIAP inhibitor,TNAP act hiacc,bIAP activator,TNAP inh hi DEA,FLuc inhib CS,FLuc act counter,L major viab,RAM network inh,TNAP inh noacc
Cc1occc1C(=O)OCC(=O)Nc1ccc(F)cc1,-28,19,1.1,0.8,-5,-6,1.1,-2,0.3,2
CC(=O)Nc1ccc(N=Cc2ccc[nH]2)cc1,3,1,1,1,4,-5,1,-4,-1.0,-6
COCCCNC(=O)CCC(=O)Nc1ccc2nc(N3CCOCC3)cc(C)c2c1,9,-10,1.1,1.1,-8,-4,1,2,0.9,-14
CN(C)c1cccc(C(=O)N2CCCC(C(=O)c3cc(F)ccc3F)C2)c1 (stereo not given),12,6,1.1,0.9,-6,-4,1,-5,0.1,-6
CCOC(=O)COc1ccc2c(c1)C(=O)CC1(CCN(C(C)=O)CC1)O2,6,5,1.1,0.9,-9,-7,1.1,-1,0.7,-16
CCOC(=O)CNc1ncnc2nc[nH]c12,-6,-15,1,1.2,0,-5,1.1,-4,3.1,-23
Cc1ccc(S(=O)(=O)c2ccc(Cl)cc2)cc1S(=O)(=O)N1CCOCC1,-15,4,1,1,-2,-7,1.1,5,3.1,-11
c1ccc(CNc2ncnc3c2cnn3-c2ccccc2)cc1,18,10,1,0.9,-4,-4,1,-4,1.3,-12
CCOC(=O)c1c(/N=C/C2C(=O)CC(C)(C)CC2=O)sc2c1CCCC2,-16,3,1,1,-1,-6,1.1,6,4.5,4
O=C(CCN1CCN(C/C=C/c2ccccc2)CC1)Nc1ccccc1F,-1,5,1,0.9,5,1,1,97*,0.0,2
Cc1cc(C)c(C#N)c(SC(F)F)n1,14,-2,1.1,1,-7,-9,1.1,-8,0.3,-13
O=C(Cn1cnc2c(cnn2-c2ccc(F)cc2)c1=O)NCC1CCCO1 (stereo not given),8,-3,1,1,-4,-8,1.1,-6,3.9,0
COc1ccc(Nc2ncccc2C(=O)NCc2ccccc2)cc1,nt,16,1,0.8,1,-3,1,1,-0.5,-14
COc1ccc(C(=O)Nc2nncs2)cc1S(=O)(=O)N1CC(c2ccccc2)CC1=O (stereo not given),-16,0,1,1,-4,0,1,1,1.9,-13
COC(=O)c1sc2ccccc2c1NC(=O)c1ccc(S(=O)(=O)N2CCCCC2)cc1,4,5,1.1,1,-5,-9,1.1,4,3.4,-8
Cc1cc(C)n(C(=O)C(C)N2C(=O)c3ccccc3C2=O)n1 (stereo not given),19,9,1.1,0.9,-9,-4,1,-7,1.6,-15
CC(C)CNC(=O)c1c(F)c(F)c(F)c(F)c1F,-14,1,1.1,1,-8,-2,1,5,-0.2,-9
CCOc1ccc(CN(C)C(=O)c2cccnc2SC)cc1OC,7,-20,1,1.2,-1,2,1,-7,1.2,3
CC1Cc2ccccc2N1C(=O)CSc1nn2c(=O)c(C(C)(C)C)nnc2s1 (stereo not given),-15,2,1,1,-1,-8,1.1,27,0.6,-16
CCOc1ccc(/C(O)=C2/C(=O)C(=O)N(CC3CCCO3)C2c2cccs2)cc1 (stereo not given),-2,6,1,0.9,-2,-4,1,-8,3.0,-10
Cc1c(C(=O)N/N=C/C(C)C)[nH]c2c([N+](=O)[O-])cccc12,92*,-12,1,1.1,2,-2,1,-9,0.1,-8
CCC(=O)c1ccccc1OCCN1CCN(CC)CC1,-12,4,1,1,-1,-6,1.1,8,2.8,2
CC(C)OCCCn1c(SCC(=O)N2CCc3ccccc32)nc2ccccc2c1=O,-26,-64,1,1.6,0,-6,1.1,7,7.0,0
O=C(O)C1CC=CCC1C(=O)Nc1ccccc1Cl (stereo not given),-6,7,1.1,0.9,-6,-6,1.1,-5,2.2,-15
COc1cc(Cl)cc(C=O)c1OCC(=O)O,-21,11,1.1,0.9,-6,-5,1,-2,1.9,-8
COC(=O)c1c(NC(=O)C(C)(C)C)sc2c1C(C(=O)OC)CC2 (stereo not given),9,-3,1,1,-1,-5,1.1,1,0.8,-5
CN(C)c1ccc(C=Nc2ccc(N(C)C)cc2)cc1,-175,5,0.9,1,12,36,0.6,71*,3.5,-3
Cc1cc(N2CCC(C(=O)NC3CC3)CC2)nc(-c2ccccc2)n1,-4,0,1,1,-1,-5,1.1,5,1.3,-6
Fc1cccc(C2NC(=S)NC3=C2N2CCC3CC2)c1 (stereo not given),5,8,1,0.9,0,-5,1,-4,0.3,-9
O=C(c1ccco1)N1CCN(S(=O)(=O)c2ccc(Br)s2)CC1,-3,13,1,0.9,-1,-4,1,9,1.0,-9
Cc1ccc(C(=O)c2c(NC(=O)c3cccnc3)sc3c2CCCC3)cc1,2,15,1,0.9,2,-10,1.1,9,3.0,-7
O=C(c1cccc(Br)c1)c1cn(-c2ccccc2)nc1C(=O)c1ccccc1,-2,37,1,0.6,-1,6,0.9,88*,3.5,-1
Cc1ccc(NC(=O)c2cc(S(=O)(=O)NCCC3=CCCCC3)ccc2F)cc1,-2,-3,1,1,0,-2,1,1,16*,2
Cc1ncc(CO)c(/C=N/NC(=S)Nc2ccc(F)cc2)c1O,32,10,1,0.9,2,-3,1,-1,0.8,-77
O=C(CSCc1c(F)cccc1Cl)NCC1CCCO1 (stereo not given),2,0,1.1,1,-5,-2,1,-7,2.1,-12
C=CCn1c(C)cc(C(=O)CSc2nnc3c(Cl)cc(Cl)cn23)c1C,-26,-6,1.1,1.1,-5,1,1,-3,1.6,-11
O=C(NNC(=S)NC(=O)c1ccccc1[N+](=O)[O-])c1ccccc1,3,6,1,0.9,2,-6,1.1,-9,1.2,-13
N#C/C(=C(/O)COc1ccccc1)c1nnc2n1CCCCC2,-1,-12,1,1.1,-1,0,1,-4,4.2,0
CCCCn1c(SCC(=O)c2cc(OC)ccc2OC)nc2cc(S(N)(=O)=O)ccc21,2,10,1,0.9,-2,-3,1,1,7.5,-2
COc1ccc(C2C3=C(CCCC3=O)Nc3nc(SCc4ccc(C(=O)O)cc4)nn32)cc1OC (stereo not given),4,3,1.1,1,-8,-4,1,-9,8.8*,-14

# In a second layout: two of the compounds above.
> CCC(=O)c1ccccc1OCCN1CCN(CC)CC1
  APP 5UTR inh: -12; bIAP inhibitor: 4; TNAP act hiacc: 1; bIAP activator: 1; TNAP inh hi DEA: -1; FLuc inhib CS: -6; FLuc act counter: 1.1; L major viab: 8; RAM network inh: 2.8; TNAP inh noacc: 2
> O=C(NNC(=S)NC(=O)c1ccccc1[N+](=O)[O-])c1ccccc1
  APP 5UTR inh: 3; bIAP inhibitor: 6; TNAP act hiacc: 1; bIAP activator: 0.9; TNAP inh hi DEA: 2; FLuc inhib CS: -6; FLuc act counter: 1.1; L major viab: -9; RAM network inh: 1.2; TNAP inh noacc: -13

# Compound profiles (already shown). Screens in order: APP 5UTR inh, bIAP inhibitor, TNAP act hiacc, bIAP activator, TNAP inh hi DEA, FLuc inhib CS, FLuc act counter, L major viab, RAM network inh, TNAP inh noacc
# `O=C(c1cccc(Br)c1)c1cn(-c2ccccc2)nc1C(=O)c1ccccc1` as listed: -2, 37, 1, 0.6, -1, 6, 0.9, 88*, 3.5, -1
# `O=C(CSCc1c(F)cccc1Cl)NCC1CCCO1` (stereo not given) as listed: 2, 0, 1.1, 1, -5, -2, 1, -7, 2.1, -12

# The list continues.
SMILES,APP 5UTR inh,bIAP inhibitor,TNAP act hiacc,bIAP activator,TNAP inh hi DEA,FLuc inhib CS,FLuc act counter,L major viab,RAM network inh,TNAP inh noacc
CC(C)(C)c1ccccc1OCCOCCNCc1ccccc1,2,10,1,0.9,-3,-3,1,96*,-1.5,-15
Cn1cnnc1SCC(=O)Nc1c(F)cc(F)cc1Br,2,1,1,1,-1,2,1,-3,2.3,-9
O=C(C[N+]1(CC#Cc2ccccc2)CCOCC1)c1ccccc1,5,-7,1,1.1,1,2,1,10,1.0,-8
CC(C)(C)NCCOCCOc1ccccc1-c1ccccc1,-3,24,1,0.8,1,-2,1,35,-0.3,-2
C=CCN1C(=O)/C(=C\c2ccc(C)cc2)N=C1SCC(=O)NCCC,-1,14,1.1,0.9,-5,-8,1.1,-3,1.1,-10
O=C(CN(Cc1cccs1)C(=O)CN1C(=O)COc2ccccc21)NCc1ccco1,-8,-14,1.1,1.1,-6,-4,1,2,2.6,-8
Cc1[nH]c(=O)[nH]c(=O)c1S(=O)(=O)N1CCCC(C(=O)NCCC2=CCCCC2)C1 (stereo not given),-18,0,1,1,-4,-10,1.1,-1,1.0,-4
CCCOc1ccc(/C=N/NC(=O)c2ccc(Cn3cc([N+](=O)[O-])cn3)o2)cc1,-3,12,1,0.9,-4,22,0.8,-1,1.2,-9
COc1ccc(-c2cc(C(F)(F)F)n3nc(C(=O)N4CCOCC4)c(Cl)c3n2)cc1,-6,1,1,1,-2,3,1,5,3.4,-2
C=CCN(c1ccccc1)S(=O)(=O)c1ccc(Cl)c(C(=O)OCC(=O)NCCCN2CCCC2=O)c1,8,5,1,0.9,-4,-8,1.1,-3,0.4,7
COCCNC(=S)NN=C1CCCCC1,-17,-27,1,1.3,-1,-4,1,-4,0.2,-2
COc1ccc(NC(=O)CSc2nc3nc(-c4cccs4)cc(C(F)(F)F)c3c(=O)[nH]2)c(OC)c1,9,4,1.1,1,-7,-10,1.1,-6,3.4,-4
COc1ccc(C)cc1NC(=O)C1CCN(C(=O)Cc2ccccc2)CC1,2,2,1,1,0,-5,1,-2,0.7,4
Cc1csc(NC(=O)Cn2nc(C)c([N+](=O)[O-])c2C)n1,-6,1,1,1,-4,-3,1,-3,0.5,-10
CCC(c1nnc(SCC(=O)Nc2ccc(C(C)=O)cc2)n1C1CCCCC1)N(C)C (stereo not given),11,-24,1.1,1.2,-5,-4,1,61*,1.3,6
NC(=O)c1oc2ccccc2c1NC(=O)CCc1ccccc1,-1,17,1,0.8,-3,-1,1,-7,0.7,-16
COC(=O)c1ccccc1Oc1c(F)c(F)nc(N2CCOCC2)c1F,4,11,1,0.9,-4,-3,1,-3,0.3,-5
CC(=O)Nc1nnc(CCS(=O)(=O)c2ccc(C)c(C)c2)s1,-12,2,1,1,-3,-3,1,0,0.8,-9
CS(=O)(=O)N(CC(=O)NCc1cccnc1)C1CCCCC1,0,7,1,0.9,-3,0,1,-2,1.2,-5
O=C(O)CC(NC(=O)Nc1ccccc1)c1ccc(OC2CCCC2)cc1 (stereo not given),2,10,1,0.9,-1,2,1,-8,3.0,1
CCCCNc1nc(CC)c2c(c1C#N)CCCC2,-8,3,1.1,1,-9,-7,1.1,-2,2.7,-4
N#C/C(=C/c1ccc(Sc2nc3ccccc3[nH]2)o1)c1cccc(F)c1,2,-7,1,1.1,-1,0,1,16,6.2,-12
Nc1cc(C(F)(F)F)cc2c1SCC(=O)N2,8,0,1,1,-1,-5,1.1,4,1.9,-11
O=C(Cn1nnc(-c2ccccc2Cl)n1)N/N=C/c1ccc2c(c1)OCO2,-13,3,1,1,1,-2,1,-3,5.1,1
COc1ccc(-c2nc3ncccn3c2Br)cc1,-43,17,1.1,0.8,-7,42,0.6,-1,-1.1,-10
O=C(COC(=O)CNS(=O)(=O)c1cccc(Br)c1)Nc1ccccc1Sc1ccccc1,-4,9,1,0.9,0,-7,1.1,-6,15*,9
CCn1ncc(Br)c1C(=O)Nc1ccc(F)cc1F,5,10,1,0.9,-1,-3,1,-3,2.8,-13
Cc1cc(=O)n2nc(N3CCCC(C(=O)NCCC4=CCCCC4)C3)sc2n1 (stereo not given),-8,-6,1,1.1,-1,-4,1,0,-0.2,-7
